Bioassay records as filed in PubChem BioAssay.
Rab2 wt GTP: changes GTP binding to wildtype dog Rab2A, up or down; P61105; GST-Rab2 wt beads, Bodipy-GTP binding, flow cytometry; GTP binding activity, % at 10 µM; actives 0.19% (n = 190,000); AID 760;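 active = GTP binding activity at least 20 points away from 100%, either lowered or raised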;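 also: 0% = beads with excess unlabeled GTP and 100% = no-compound control corrected for plate trend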
Mcl1 Bid PPI: disrupts binding of human Mcl-1 to Bid peptide | TR-FRET Mcl-1/Bid-Dy647 peptide binding, 1536-well | Q07820 | actives 0.97% (n = 220,000) | AID 1021 | inhibition, % at 21.7 µM;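 active = compounds that cut the binding signal by more than half at the single screening dose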;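 also: His-tagged Mcl-1 with europium anti-His antibody binding Bid BH3 peptide; 0% = Mcl-1 plus peptide wells and 100% = peptide-only wells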
Target sequence (Q07820 whole entry, looked up): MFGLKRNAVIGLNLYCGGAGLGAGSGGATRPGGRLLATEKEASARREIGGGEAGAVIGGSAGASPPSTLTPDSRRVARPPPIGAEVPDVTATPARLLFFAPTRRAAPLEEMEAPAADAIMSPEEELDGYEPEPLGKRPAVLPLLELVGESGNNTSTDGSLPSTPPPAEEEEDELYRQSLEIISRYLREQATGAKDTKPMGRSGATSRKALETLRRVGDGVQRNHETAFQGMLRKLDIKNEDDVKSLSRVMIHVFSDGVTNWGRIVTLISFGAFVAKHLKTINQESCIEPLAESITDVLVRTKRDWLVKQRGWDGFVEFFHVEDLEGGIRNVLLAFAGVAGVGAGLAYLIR
Pf gametocyte: P. falciparum stage V gametocyte viability inhibition; actives 0.065% (n = 150,000); P. falciparum stage V gametocytes, ATP luminescence, 24 h; inhibition, % at 10.9 µM; AID 743093;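 active = inhibition above the mean plus 3 SD of compounds within the control limits, set per campaign, cut at about 38% in these data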;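 also: 0% = DMSO wells and 100% = medium only without gametocytes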
Rac1 mut GTP: alters GTP binding to activated mutant human Rac1. P63000. GST-Rac1 activated beads, fluorescent GTP binding, flow cytometry; actives lie on both sides; 100% means binding = to untreated wells. percent activity (GTP binding), % at 10 µM. actives 0.11% (n = 190,000);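 active = GTP binding at least 20 percentage points away from the 100% baseline, in either direction, so actives lie on both sides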
Rab7 wt modul: alters GTP binding to wildtype dog Rab7. GST-Rab7 beads, fluorescent GTP binding, flow cytometry; actives lie on both sides; untreated = 100%, excess cold GTP = 0%. GTP binding activity (percent of control), % at 10 µM. actives 0.055% (n = 190,000). AID 758;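 active = fluorescent GTP binding to Rab7 beads changed by at least 20 points from the 100% baseline, either direction, mostly lower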;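 also: median green fluorescence of bound Bodipy-FL-GTP per Rab7 bead population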
Mcl1-Noxa inh: Mcl-1/Noxa interaction inhibition. Q07820. TR-FRET Mcl-1/Noxa peptide binding, 2 h. inhibition, % at 21.7 µM. actives 1.5% (n = 220,000);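 active = compounds that cut the protein-peptide binding signal by more than 50% relative to plate controls in a single-dose test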;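 also: His-tagged Mcl-1 with rhodamine Noxa BH3 peptide and terbium anti-His antibody; 0% = Mcl-1 plus Noxa peptide wells and 100% = peptide-only wells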
Avidin fluor: compound fluoresces at 488/530 nm on avidin beads; actives 0.38% (n = 220,000); fluorescence (KMESF) at 10 µM; compound fluorescence 488/530 nm, flow cytometry; stronger effect = higher value; AID 1775; in the data active = fluorescence above about 47; also: inactives centre near 10
Cdc42 wt: human Cdc42 wildtype GTP binding change, either direction; P60953; GST-Cdc42 beads, Bodipy-GTP binding, flow cytometry; actives lie on both sides; percent activity (GTP binding), % at 10 µM; actives 0.2% (n = 190,000);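 active = percent activity GTP binding at least 20 points away from the 100% baseline, either down as inhibitor or up as activator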;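 also: median bead fluorescence of bound Bodipy-FL-GTP at 100 nM; 0% = excess unlabeled GTP control and 100% = no compound control; below 100% means less GTP binding so inhibitor and above means activator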
Target sequence (P60953 whole entry, looked up): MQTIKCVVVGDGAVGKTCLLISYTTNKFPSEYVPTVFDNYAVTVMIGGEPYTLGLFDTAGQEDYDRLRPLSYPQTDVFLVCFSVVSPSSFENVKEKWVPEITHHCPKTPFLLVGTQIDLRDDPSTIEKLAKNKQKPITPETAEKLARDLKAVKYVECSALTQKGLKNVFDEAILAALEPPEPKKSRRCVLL
HRas wt GTP: changes GTP binding to wildtype human HRas; actives 0.14% (n = 190,000); P01112; GST-Ras wt beads, Bodipy-FL-GTP binding, flow cytometry; actives lie on both sides; GTP binding activity, % at 10 µM;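 active = GTP binding activity at least 20% away from the 100% baseline, either lowered as inhibitor or raised as activator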;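 also: 0% = unlabeled GTP competition control and 100% = no-compound control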
Target sequence (P01112 whole entry, looked up): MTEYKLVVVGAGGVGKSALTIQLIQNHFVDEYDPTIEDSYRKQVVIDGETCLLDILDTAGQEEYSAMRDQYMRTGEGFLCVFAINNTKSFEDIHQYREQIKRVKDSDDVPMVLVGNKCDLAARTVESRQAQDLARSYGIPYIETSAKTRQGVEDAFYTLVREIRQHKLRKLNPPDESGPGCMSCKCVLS
Bim-Mcl-1: human Bim-Mcl-1 interaction inhibition. inhibition, % at 10 µM. Q07820. Bead-based flow cytometry, Bim peptide-Mcl-1 binding. AID 1009. actives 0.1% (n = 190,000); in the data active = inhibition above about 40%;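 also: 0% = no compound tracer wells and 100% = peptide blocker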
Rac1 wt modul: modulators of human Rac1 wildtype GTP binding; GST-Rac1 beads, fluorescent GTP binding, flow cytometry; actives lie on both sides; 0 = cold GTP competed, 100 = untreated; GTP binding activity (% of control), % at 10 µM; actives 0.27% (n = 190,000); AID 757;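 active = GTP binding activity at least 20 points away from the 100% control level, either lower or higher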
Numbers without * were called inactive; / = no result given.

SMILES	Rab2 wt GTP	Mcl1 Bid PPI	Pf gametocyte	Rac1 mut GTP	Rab7 wt modul	Mcl1-Noxa inh	Avidin fluor	Cdc42 wt	HRas wt GTP	Bim-Mcl-1	Rac1 wt modul
CCCCOC(=O)Nc1ccc(C(C)C)cc1	99.0	-0.2	-21.4	100.0	101.0	14.3	23	100.0	101.0	1.0	106.0
CCCn1nnc(NC(=O)c2ccc3ccccc3c2)n1	99.0	-10.6	/	96.0	102.0	16.5	6	99.0	98.0	0.0	99.0
CCOC(=O)c1cnc2c(N=Nc3ccccc3)c(N)nn2c1N	98.0	-4.7	/	98.0	97.0	-2.9	15	95.0	98.0	0.0	95.0
O=C1NC(c2ccccc2)=C(c2ccc3ccccc3n2)C(c2ccccc2)N1 (centres undefined)	96.0	2.0	/	96.0	100.0	13.3	5	100.0	101.0	-1.0	102.0
Cc1noc(C)c1CSc1nc2ccccc2n1C	105.0	-1.8	/	105.0	108.0	7.4	5	104.0	106.0	20.0	113.0
O=C(Oc1nsnc1N1CCCCC1)N1CCOCC1	102.0	-7.5	-16.1	98.0	100.0	19.3	/	102.0	103.0	-4.0	104.0
Cc1cc(C)n(C(=O)CSc2ccc(Cl)cc2)n1	100.0	4.0	/	99.0	98.0	13.6	12	102.0	100.0	-2.0	99.0
COc1cc(/C=C/C(=O)Nc2ccncc2)cc(OC)c1OC	100.0	-2.0	/	101.0	99.0	22.3	14	104.0	101.0	-1.0	105.0
Cc1cccc(Nc2nc(N)nc(CN3CCN(Cc4ccc5c(c4)OCO5)CC3)n2)c1	101.0	-23.3	12.6	101.0	100.0	7.2	11	103.0	100.0	-3.0	107.0
Cc1ccc(CNC(=O)C2CCC(=O)N2CCc2ccccc2)cc1 (centres undefined)	91.0	-1.6	-11.6	92.0	91.0	-10.2	36	95.0	95.0	-3.0	95.0
COc1ccc(/C(O)=C2/C(=O)C(=O)N(CCCC(=O)O)C2c2ccc(OC)c(OC)c2)cc1 (centres undefined)	100.0	-31.6	/	98.0	99.0	11.4	9	98.0	99.0	1.0	100.0
CCCc1[nH]nc2c1C(CCc1ccccc1)C(C#N)=C(N)O2 (centres undefined)	94.0	-28.3	/	93.0	96.0	-17.8	12	93.0	96.0	-3.0	94.0
O=c1cc(-c2ccc(O)c(O)c2)oc2c(C3O[C@H](CO)[C@@H](O)[C@H](O)[C@H]3O)c(O)cc(O)c12 (some centres undefined)	100.0	-17.5	/	100.0	100.0	33.7	8	101.0	100.0	1.0	105.0
O=C(NCCc1cn2ccsc2n1)C1CCCCC1	99.0	-24.7	/	97.0	96.0	12.0	6	99.0	98.0	-2.0	103.0
O=C(Nc1ccc(C(=O)N2CCOCC2)cc1)c1cccc([N+](=O)[O-])c1	97.0	3.5	9.0	97.0	95.0	1.8	7	96.0	97.0	-1.0	98.0
Cc1cccc(C)c1NC(=O)C(NC=O)c1ccc(N(C)C)cc1 (centres undefined)	101.0	-2.9	-6.4	102.0	97.0	-1.8	8	103.0	101.0	-3.0	106.0
Cc1ccc(/C=N\NC(=O)Cn2c(C)nc3ccccc32)o1	106.0	-17.7	/	100.0	107.0	25.0	14	105.0	105.0	-2.0	109.0
CC(=O)c1c(N2CCC(C(N)=O)CC2)nc(=S)n(-c2ccccc2)c1C	103.0	-15.4	3.8	101.0	104.0	-6.8	6	104.0	102.0	-3.0	104.0
Cn1nc(C(=O)Nc2ccc3c(c2)OCCO3)cc1C(=O)O	99.0	-15.3	/	95.0	100.0	11.7	12	101.0	96.0	1.0	95.0
CC(C)N1CCN(Cc2cccc(-n3cccn3)c2)CC1CCO (centres undefined)	100.0	-0.1	-35.2	98.0	97.0	-3.1	10	101.0	98.0	-2.0	101.0
CN(CCc1ccccn1)C(=S)NC(=O)c1ccco1	101.0	-34.2	1.3	98.0	105.0	17.5	25	100.0	101.0	2.0	99.0
CCOC(=O)NC(Nc1nc2ccccc2s1)(C(=O)OCC)C(F)(F)F (centres undefined)	104.0	-16.3	-1.5	101.0	105.0	-0.5	13	103.0	103.0	-2.0	105.0
CN1C(=O)/C(=C/c2ccc3c(c2)OCO3)N=C1c1ccccc1	99.0	-28.5	-5.1	98.0	100.0	10.2	14	105.0	100.0	-4.0	108.0
COc1ccc(CN(Cc2cc3cccc(C)c3n3nnnc23)C(=O)N2CCOCC2)cc1	99.0	-9.7	13.7	97.0	96.0	7.3	11	101.0	98.0	0.0	104.0
C=CCNC(=S)NNC(=O)c1ccc(Br)cc1	97.0	-34.8	23.0	100.0	99.0	-7.7	12	96.0	99.0	-7.0	99.0

New compounds follow.
SMILES	Rab2 wt GTP	Mcl1 Bid PPI	Pf gametocyte	Rac1 mut GTP	Rab7 wt modul	Mcl1-Noxa inh	Avidin fluor	Cdc42 wt	HRas wt GTP	Bim-Mcl-1	Rac1 wt modul
Cc1ccc(-c2nnc(SCC(=O)CC(=O)Nc3ccccc3)n2C)cc1	96.0	-25.2	/	95.0	100.0	3.5	4	94.0	96.0	-2.0	100.0
CCOC(=O)c1nn(-c2ccccc2)c(=O)c2c(N)scc12	94.0	-17.5	/	93.0	97.0	21.6	20	93.0	94.0	-1.0	94.0
Cc1cc(C(F)F)n2nc(C(=O)Nc3ccc(S(=O)(=O)N4CCCC4)cc3)nc2n1	102.0	-0.6	/	100.0	101.0	3.8	6	102.0	101.0	-1.0	100.0
COc1ccc(C2C(C(=O)Nc3cccnc3)=C(C)Nc3nc(-c4cccs4)nn32)cc1OC (centres undefined)	101.0	-22.8	/	100.0	100.0	-2.7	6	100.0	98.0	0.0	103.0
CCN(CC)C(=O)CSc1nc2c(sc(=S)n2-c2ccccc2)c(=O)[nH]1	91.0	5.7	/	89.0	101.0	27.5	11	94.0	95.0	-1.0	93.0
C/C(=N\NS(C)(=O)=O)c1ccccc1	97.0	-21.5	/	99.0	97.0	9.7	10	100.0	99.0	2.0	98.0
O=C1[C@@H]2Cc3ccccc3CN2C(=O)N1c1cccc(F)c1	100.0	11.7	-9.2	101.0	100.0	-1.7	13	106.0	101.0	-1.0	105.0
O=C(NNC(=S)Nc1ccc(F)c(Cl)c1)c1ccccc1Br	94.0	-48.1	-0.1	90.0	100.0	-29.1	9	91.0	95.0	-2.0	94.0
O=[N+]([O-])c1ccn(-c2nc(-c3ccccc3)cc(C(F)(F)F)n2)n1	90.0	-10.8	10.8	94.0	94.0	16.2	15	93.0	92.0	0.0	91.0
Cc1cc([N+](=O)[O-])nn1CCCC(=O)Nc1c(C)n(C)n(-c2ccccc2)c1=O	101.0	-27.2	-1.6	98.0	105.0	1.8	14	98.0	101.0	0.0	104.0
CCOC(=O)N1CCN(C(=O)C2CCN(CC3CCCCC3)CC2)CC1	102.0	11.9	/	104.0	101.0	27.9	6	104.0	104.0	-6.0	107.0
O=C(Cn1cnc2c(nnn2Cc2ccccc2)c1=O)c1ccc(Cl)cc1	100.0	-2.2	/	99.0	99.0	2.1	23	98.0	101.0	-2.0	102.0
Cn1nc(C(C)(C)C)cc1C(=O)O	92.0	-0.7	-28.1	94.0	98.0	5.8	12	95.0	94.0	2.0	96.0
O=C(NCCCN1CCCCCC1)C1CC(=O)N(C2CCCC2)C1 (centres undefined)	97.0	-6.2	/	97.0	98.0	10.3	11	98.0	99.0	1.0	97.0
COc1ccc(Nc2cc(C(=O)NCCCN3CCN(C)CC3)c3ccccc3n2)c(OC)c1	97.0	-42.8	24.9	93.0	97.0	11.2	12	96.0	96.0	-11.0	91.0
CCSc1nc(-c2ccc(OC)cc2)cc(-c2ccc(OC)cc2)c1C#N	101.0	-13.6	/	97.0	99.0	-40.6	13	97.0	98.0	-3.0	100.0
CCN(CC(=O)Nc1ccccc1Br)C1CCCCC1	98.0	-44.9	-10.1	97.0	103.0	-1.8	11	97.0	99.0	0.0	98.0
CCOC(=O)CCC(=O)Nc1ccc(S(=O)(=O)N2CCC(C)CC2)cc1	99.0	-0.1	6.6	97.0	104.0	5.3	6	99.0	102.0	0.0	106.0
C=CCOc1c2ccc(C(=O)N(CC)c3ccc(OC)cc3)cc2nn1C	99.0	-43.2	4.0	95.0	100.0	-3.5	9	99.0	99.0	5.0	98.0
COc1ccc(N2C(=O)CCC(C(=O)NCCN3CCOCC3)C2c2ccc(OC)c(OC)c2)cc1 (centres undefined)	101.0	-11.4	-4.3	101.0	104.0	10.9	8	104.0	103.0	0.0	107.0
O=C(O)CC1(Cc2nc(-c3cccs3)no2)CCCC1	98.0	1.3	/	97.0	97.0	13.5	7	99.0	98.0	-1.0	99.0
O=C(CCCn1c(SCC(=O)c2ccc(F)cc2)nc2ccccc2c1=O)NCc1ccco1	103.0	3.5	23.6	102.0	105.0	11.9	5	104.0	105.0	5.0	107.0
COc1cccc(/C=N/N2C(=O)C3C4c5ccccc5C(c5ccccc54)C3C2=O)c1OC (centres undefined)	99.0	-3.4	/	101.0	98.0	7.0	25	104.0	102.0	-5.0	105.0
CC(NC(=O)C1CCN(S(=O)(=O)c2cnc[nH]2)CC1)c1ccccc1 (centres undefined)	103.0	-5.4	-11.2	100.0	102.0	18.8	10	100.0	104.0	-7.0	107.0
CCCc1ncc(C(O)c2cccc3ccccc23)n1C (centres undefined)	98.0	-4.0	/	98.0	105.0	0.9	22	101.0	100.0	-9.0	103.0

Molecules from the list above with a CF3 group, in the order listed:
SMILES	Rab2 wt GTP	Mcl1 Bid PPI	Pf gametocyte	Rac1 mut GTP	Rab7 wt modul	Mcl1-Noxa inh	Avidin fluor	Cdc42 wt	HRas wt GTP	Bim-Mcl-1	Rac1 wt modul
CCOC(=O)NC(Nc1nc2ccccc2s1)(C(=O)OCC)C(F)(F)F (centres undefined)	104.0	-16.3	-1.5	101.0	105.0	-0.5	13	103.0	103.0	-2.0	105.0
O=[N+]([O-])c1ccn(-c2nc(-c3ccccc3)cc(C(F)(F)F)n2)n1	90.0	-10.8	10.8	94.0	94.0	16.2	15	93.0	92.0	0.0	91.0

(further entries)
SMILES	Rab2 wt GTP	Mcl1 Bid PPI	Pf gametocyte	Rac1 mut GTP	Rab7 wt modul	Mcl1-Noxa inh	Avidin fluor	Cdc42 wt	HRas wt GTP	Bim-Mcl-1	Rac1 wt modul
CC1(C)CC(=O)C2=C(C1)N(c1cccc(Cl)c1)C(=O)NC2(C(F)(F)F)C(F)(F)F	98.0	-9.5	-1.2	100.0	97.0	2.0	3	99.0	100.0	-3.0	102.0
COc1ccc(CC(=O)NCc2ccccc2)cc1S(=O)(=O)N1CCOCC1	101.0	-16.7	1.6	100.0	98.0	15.7	12	98.0	100.0	-1.0	99.0
O=C(CSc1ccccc1C(=O)O)NCc1ccccc1	100.0	-27.3	4.2	98.0	100.0	-7.2	21	99.0	100.0	-1.0	98.0
C#CC1(NC(=O)NC(C)(C)C)CCCCC1	100.0	-6.1	1.1	97.0	105.0	9.4	6	99.0	98.0	0.0	97.0
C#CCOCCOCCOCCNc1nc(N2CCN(C(=O)[C@H]([C@@H](C)CC)n3cc([C@@H](N)Cc4ccc(O)cc4)nn3)CC2)nc(N2CCN(C(=O)[C@H](Cc3ccc(O)cc3)n3cc([C@@H](N)C(C)CC)nn3)CC2)n1 (some centres undefined)	98.0	-4.3	0.4	98.0	97.0	13.6	6	95.0	96.0	-6.0	100.0
